# mcGAS RapidFire – mouse cGAS inhibition by mass spec. Q8C6L5. recombinant mouse cGAS, cGAMP by RapidFire MS. inhibition, % at 12.5 µM. actives 0.18% (n = 130,000). AID 1259397;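 active = inhibition of cGAS enzyme activity at or above 60%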;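 note: enzyme stimulated by 45 bp dsDNA with ATP and GTP substrates; cGAMP share of summed cGAMP plus half ATP and half GTP signals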
# Target sequence (Q8C6L5 whole entry, looked up): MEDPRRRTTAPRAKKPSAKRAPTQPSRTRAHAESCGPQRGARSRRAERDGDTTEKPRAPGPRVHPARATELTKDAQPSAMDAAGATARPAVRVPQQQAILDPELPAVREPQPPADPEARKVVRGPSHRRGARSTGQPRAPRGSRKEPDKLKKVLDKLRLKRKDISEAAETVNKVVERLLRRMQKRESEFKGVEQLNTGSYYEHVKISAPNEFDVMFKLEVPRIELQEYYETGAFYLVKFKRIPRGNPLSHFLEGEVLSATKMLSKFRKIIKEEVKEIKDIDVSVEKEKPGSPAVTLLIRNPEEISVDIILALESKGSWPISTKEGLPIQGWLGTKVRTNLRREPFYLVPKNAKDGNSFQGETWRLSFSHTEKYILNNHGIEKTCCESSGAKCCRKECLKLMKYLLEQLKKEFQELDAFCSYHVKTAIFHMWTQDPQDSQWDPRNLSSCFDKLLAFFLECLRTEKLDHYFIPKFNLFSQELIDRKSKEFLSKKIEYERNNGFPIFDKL
# * = called active by the depositor; & = joins results of further samples. These rows are one share of the data. The share of hits here may be higher or lower than overall.
mcGAS RapidFire,molecule
-11,CCN(CCOc1ccccc1)C(C)CS(=O)(=O)CC (stereo unspecified)
-25,CCCC(CCC)C(=O)NC1CC(=O)N(C2Cc3ccccc3C2)C1 (stereo unspecified)
-1,Cc1ccc(-n2cnnc2S(=O)(=O)CCOC(C)C)c(C)c1
-12,CN(Cc1ccccc1C#N)c1ccc2ccccc2c1
5,N#CC(=Cc1ccc([N+](=O)[O-])o1)C(=O)NCc1ccco1
-3,O=C1CC2C(=O)CC1C1C2C1(C(=O)O)C(=O)O (stereo unspecified)
-1,Cc1cc(OCC(O)CN(Cc2ccccc2)C(C)(C)C)ccc1[N+](=O)[O-] (stereo unspecified)
-7,O=C(CC1COCCN1)N1CCCN(C2Cc3ccccc3C2)CC1 (stereo unspecified)
-5,CCC(=O)Nc1ccc(SCC(=O)N2CCOCC2)nn1
14,Cc1c(C(=O)NCc2cccc([N+](=O)[O-])c2)sc(=O)n1Cc1ccc(C(=O)N(C)C)cc1
-3,COC(=O)[C@@H]1[C@H]2C[C@H]3c4[nH]c5ccccc5c4CCN3C[C@@H]2CC[C@@H]1O
1,COc1cccc(N=Nc2ccc3cccnc3c2O)c1
-6,COc1ccc(-c2cn3nc(SCC(=O)Nc4ccc(NC(C)=O)cc4)ccc3n2)cc1
-5,Cc1ccccc1NC(=O)CN1C(=O)NC(C)(CCC(C)C)C1=O (stereo unspecified)
-11,Cc1nn(CC(=O)N2CCCC3(CC2)CNC(=O)O3)c(=O)c2ccccc12 (stereo unspecified)
-4,Cc1ccccc1NC(=O)Nc1ccnn1C1CCN(C(=O)C2Cc3ccccc3O2)CC1 (stereo unspecified)
9,O=C(Cn1c(=O)[nH]c(=O)c2ccccc21)N1CC=C(c2ccccc2)CC1
-1,CC1=NN(C(=O)c2ccncc2)C(O)(c2ccccc2)C1 (stereo unspecified)
0,COc1ccccc1Nc1nc(N)nc(CN2CC(C)CC(C)C2)n1 (stereo unspecified)
-9,CC1(C)CCCN1CC(=O)NCC(F)(F)F
-2,Cc1ccnc(NC(=O)CN(C)c2cc(C(F)(F)F)ccn2)c1
-11,O=C1/C(=C\c2ccccc2F)CSc2ccccc21
-6,C=CCOC(=O)C1C(C)=Nc2nc(SCCC)[nH]c(=O)c2C1c1cccc(F)c1 (stereo unspecified)
-13,COC(CNC(=O)c1cnc2ccccc2c1)c1cccs1 (stereo unspecified)
-13,Cc1ccccc1-n1nc2c(c1NC(=O)C13CC4CC(CC(C4)C1)C3)CS(=O)C2 (stereo unspecified)
0,O=C(CSc1nc2ccccc2n1Cc1ccccc1)N/N=C\c1ccc(F)cc1
-2,O=c1c(NCCc2ccccc2)nccn1-c1ccccc1
-10,N#Cc1cccc(C(=O)Nc2ccc(F)c(NC(=O)C3CC3)c2)c1
31,Cc1nc(-c2ccc(CN3CCNCC3)cc2)[nH]c(=O)c1C
-7,O=C(c1cn(CCN2CCOCC2)nn1)N1CCCCC1c1cccc(F)c1 (stereo unspecified)
2,Cc1ccc2c(c1)N(C(=O)Cn1cccc(S(=O)(=O)N3CCCC3)c1=O)CCO2
5,CCc1ccc(CN(Cc2ccco2)C(C)C(C)C)nc1 (stereo unspecified)
-2,COc1ccc(CCN(C)C2CCCN(C(=O)CCCc3cccs3)C2)cc1OC (stereo unspecified)
-14,O=C(c1cccnc1-c1ccc(-c2ccn[nH]2)cc1)N1CCCC1
-28,C/C(=C\c1ccco1)CN1CCC(CNC(=O)c2ccoc2C)C1 (stereo unspecified)
-12,c1ccc(-c2nnc3sc(CN4CCc5ccccc54)cn23)cc1
-14,Cc1cccc(CNC(C)c2cnc(N3CCCCCCC3)nc2C)n1 (stereo unspecified)
-20,CCOc1ccc(-c2nccn2C2CCCC2)cc1CO
-10,Cc1nc(C(F)(F)F)ccc1C(=O)N1CCC1(C)C(=O)NS(=O)(=O)c1ccc(Cl)cc1 (stereo unspecified)
-1,C=CCNC(=O)C(C)Sc1nc2cc3ccccc3cc2c(=O)n1C (stereo unspecified)
-10,CC(C)(C)NC(=O)CN1CCN(C(=O)NCCc2ccccc2F)CC1
-6,CCOc1c(CC)cnc2c1c(=O)n(CC(=O)N1CCCCCC1)c(=O)n2C
-23,CN(C)CCC1(c2ccc(Cl)cc2)Cc2ccccc2C(=O)O1 (stereo unspecified)
-9,Cc1nn(C)c(C)c1C(=O)C(=O)NNC(=O)C12CC3CC(CC(C3)C1)C2
18,Cc1ccc(C2c3c(n(CC(C)C)c(=O)[nH]c3=O)N=C3COC(=O)C32)cc1 (stereo unspecified)
-24,O[C@@H]1C[C@H]2CN(Cc3cnc(-c4cccc5ccccc45)nc3)C[C@H]2C[C@@H]1O
-16,Cc1nc2ccccc2n1CO
-2,c1ccc(-c2nc3c4ccccc4nc(SCc4ccncc4)n3n2)cc1
2,CC1CN(C(=O)C(C)Sc2nc3ccccc3s2)CC(C)O1 (stereo unspecified)
-2,COc1cccc2c1C(=O)c1c(O)c3c(c(O)c1C2=O)C[C@@](O)(C(=O)CO)C[C@@H]3OC1C[C@H](N)[C@H](O)[C@H](C)O1 (stereo partly specified)
-11,Cc1nc2c(c(=O)[nH]1)CCN(C(=O)CCCc1cn[nH]c1)C2
6,COc1cc(C2C(=C(O)c3ccccc3)C(=O)C(=O)N2CCCn2ccnc2)cc(OC)c1OC (stereo unspecified)
-27,Cc1cc(C)c2nc(NCCN(C)C)sc2c1
-10,NCC1CCN(Cc2ccccc2Cn2cccn2)C1 (stereo unspecified)
-7,O=C(C1c2ccccc2Oc2ccccc21)N1CCC(Cn2ccnc2)CC1
-14,Cc1nc2c(C(=O)Nc3cnc4n3CCCC4)cccc2[nH]1
-8,COc1cc(C)c(-c2cccc(-n3cnnc3)c2)c(C)c1
0,COc1ccccc1CC(=O)N(C)Cc1nc2ccsc2c(=O)[nH]1
0,CC1CCc2sc(C(=O)OCC(=O)N3c4ccccc4NC(=O)C34CCCC4)cc2C1 (stereo unspecified)
-36,Cc1ccc(CCN(N=O)c2ccccc2)cn1

# Ordered by the number under mcGAS RapidFire (low to high): four of the compounds above.
mcGAS RapidFire,molecule
-36,Cc1ccc(CCN(N=O)c2ccccc2)cn1
-14,O=C(c1cccnc1-c1ccc(-c2ccn[nH]2)cc1)N1CCCC1
-10,CC(C)(C)NC(=O)CN1CCN(C(=O)NCCc2ccccc2F)CC1
-2,COc1cccc2c1C(=O)c1c(O)c3c(c(O)c1C2=O)C[C@@](O)(C(=O)CO)C[C@@H]3OC1C[C@H](N)[C@H](O)[C@H](C)O1 (stereo partly specified)

# More entries.
mcGAS RapidFire,molecule
0,COc1ccc(Br)cc1C1=N/C(=C\C(C)=C\c2ccccc2)C(=O)O1
-8,Cc1ccc(S(=O)(=O)NC(=O)C2(C)CCN2C(=O)Cc2ccccc2)cc1 (stereo unspecified)
-12,COc1cc(Cl)ccc1C(=O)Nc1n[nH]c(C(F)(F)F)n1
7,COc1ccccc1Cn1c(C)c(C(=O)NCc2cccs2)sc1=O
0,CC(C)NC(=O)C1CCN(C2CCN(C(=O)CC3=CCCCC3)CC2)CC1
-8,COc1ccc(-n2ncc(Oc3ccc(Cl)c(C)c3)c(Nc3ccc(C(=O)O)cc3)c2=O)cc1
-11,COC(=O)c1sc(-c2ccc(S(N)(=O)=O)cc2)nc1C
-10,CC(NCc1ccccc1F)c1cccc2ccccc12 (stereo unspecified)
-11,CN(C)CCN(CCc1ccccc1)c1ncc(Br)cn1
2,O=C(CN1CCC(C(=O)N2CCCCCC2)CC1)Nc1ccc(N2CCCC2=O)cc1
-8,Cc1ccc(S(=O)(=O)Nc2nc(CN3CCN(c4ccccn4)CC3)cs2)cc1
-6,CCN(CC)CC(O)CN1C(=O)NC(C)(C)C1=O (stereo unspecified)
-16,Cc1ccc(-c2cc(O)c3c(c2)CN(C(=O)c2ccnc(N)c2)CCO3)s1
-4,CN1CCCC2(CCN(Cc3ccccc3OCC(=O)O)C2)C1=O (stereo unspecified)
-16,Cc1cc2cc(NC(=O)c3ccc(CN4CC[C@H](O)C4)cc3)ccc2o1
-3,O=C(CSc1nnc(C2CC2)n1C1CC1)N(C1CCCC1)C1CCS(=O)(=O)C1 (stereo unspecified)
18,CCOc1ccc2ncc(C#N)c(Cl)c2c1
4,CNC(=O)NC(=O)Cn1nnc(-c2cc(F)ccc2Br)n1
2,CCc1nnc(NC(=O)C2CCC2)s1
-3,CC(=O)Nc1ccc(S(=O)(=O)Nc2cccc3c2CCCC3)cc1
-11,CC(CC(=O)Nc1ccc(F)cc1)n1cncn1 (stereo unspecified)
-8,Cc1nc(Sc2cccn2C)c(C(F)(F)F)c(=O)[nH]1
-5,COc1ccc(NC(=O)C2(C)CCCN(C(C)C)C2)cc1OC (stereo unspecified)
-10,COc1ccc(Br)c(C(=O)NCC2CCN(c3ncccn3)CC2)c1
-6,CC(C)O[C@H]1CN(c2nccc(CCC(F)(F)F)n2)C[C@@H]1O
-4,Cc1csc(C(C)(C)NCC(=O)N2CCCC(C(F)(F)F)C2)n1 (stereo unspecified)
-13,CN(Cc1nc2ccc(F)cc2[nH]1)C(=O)c1cnn(Cc2ccccc2)c1
3,CN(C)c1ccc(-n2c(-c3snnc3-c3ccccc3)n[nH]c2=S)cc1
5,COc1cccc(-c2noc(CN3CCCc4c(C(=O)NC(C)C)cccc43)n2)c1
-1,COc1cccc(C2c3[nH]c4ccccc4c3CCN2C(=O)c2cc(C3CC3)on2)c1OC (stereo unspecified)
-13,CN(C)[C@@H]1C[C@@H](C(=O)O)N(Cc2cnn3cccnc23)C1
-3,O=C(CCNC(=O)c1ccccc1F)NC[C@H]1C[C@H]2C=C[C@H]1C21CC1
4,CCC(C)(C)C(=O)NS(=O)(=O)/C=C/c1ccccc1
-4,N#CC(C(=O)Cn1nnc2ccccc21)c1ccc(C(F)(F)F)cn1 (stereo unspecified)
-5,COc1cc2c(cc1OC)CN(C(=O)COC(=O)c1ccc(F)cc1F)CC2
-11,CN1[C@H](C(=O)O)C[C@H](C(=O)NCCc2cnc[nH]2)[C@@H]1c1cccc(Cl)c1
7,CCOC(=O)N1CCC(NC2CC(=O)N(C3CCCCCC3)C2)CC1 (stereo unspecified)
-14,COc1ccc(Cl)cc1C(=O)Nc1c(C)nc2ccc(Cl)cn2c1=O
-2,COC(=O)C(Nc1nc(C)cc(OC)n1)C(C)C (stereo unspecified)
1,CCC(=O)N(c1nnc(SCc2cc(=O)n3nc(CC)sc3n2)s1)C1CC1
7,O=C(Nc1ccc2[nH]ncc2c1)c1cccnc1Nc1cccc(C(F)(F)F)c1
-23,Cn1cc(C(=O)NC2CCCC2)c2[nH]c(=O)n(-c3ccc(Cl)cc3)c(=O)c21
4,CCOC(=O)c1c(NC(=O)C2COc3ccccc3O2)sc2c1CCN(CC)C2 (stereo unspecified)
0,CC(CN1CCN(C)CC1)NC(=O)NCC1(c2ccccc2F)CC1 (stereo unspecified)
-4,CCCn1nc(C(=O)N(CC)C2CCS(=O)(=O)C2)c2ccccc2c1=O (stereo unspecified)
-4,NC(=O)NCCN1CCCC(C(=O)c2ccc(Oc3ccccc3)cc2)C1 (stereo unspecified)
-18,O=[N+]([O-])c1ccc(C=Nc2ccc(-c3nnc4n3CCCCC4)cc2)cc1
0,N#C/C(=C/c1ccccc1Cl)c1nc2c(s1)CCCC2
-10,CC1(C(=O)NS(=O)(=O)c2cccc(F)c2)CCN1C(=O)c1ccc(C2CCCCC2)cc1 (stereo unspecified)
3,O=c1c(-c2cccc(Br)c2)[n+]([O-])c2ccccc2n1O
-7,Cc1cccc(CNC(=O)Cn2c(=O)oc3cccnc32)c1
-3,CC1CC(SCc2ccc(Cl)cc2)C(=O)O1 (stereo unspecified)
-12,CNC(=O)CCN(C)c1nc(C)cc(C2CCC2)n1
5,CC(=O)c1ccc(NC(=O)CSc2nc(-c3ccc(F)cc3)nc3c2c(=O)n(C)c(=O)n3C)cc1
2,CCC(Nc1ncc(S(N)(=O)=O)s1)c1cc(F)ccc1F (stereo unspecified)
0,NC(=O)c1ccccc1OCc1cccc2cccnc12
-17,CC(C)c1noc(C2CCN(C(=O)CCc3c[nH]c4ccccc34)CC2)n1
-39,CC(CC(=O)NCc1ccccc1N(C)C)NC(=O)OC(C)(C)C (stereo unspecified)
-10,CC(C)Cn1c(N2CCN(Cc3c(F)cccc3Cl)CC2)nc2c1c(=O)[nH]c(=O)n2C
-8,c1coc(-c2nc3ccccc3s2)c1

# Compounds listed so far that contain a CF3 group:
mcGAS RapidFire,molecule
-9,CC1(C)CCCN1CC(=O)NCC(F)(F)F
-2,Cc1ccnc(NC(=O)CN(C)c2cc(C(F)(F)F)ccn2)c1
-10,Cc1nc(C(F)(F)F)ccc1C(=O)N1CCC1(C)C(=O)NS(=O)(=O)c1ccc(Cl)cc1 (stereo unspecified)
-12,COc1cc(Cl)ccc1C(=O)Nc1n[nH]c(C(F)(F)F)n1
-8,Cc1nc(Sc2cccn2C)c(C(F)(F)F)c(=O)[nH]1
-6,CC(C)O[C@H]1CN(c2nccc(CCC(F)(F)F)n2)C[C@@H]1O
-4,Cc1csc(C(C)(C)NCC(=O)N2CCCC(C(F)(F)F)C2)n1 (stereo unspecified)
-4,N#CC(C(=O)Cn1nnc2ccccc21)c1ccc(C(F)(F)F)cn1 (stereo unspecified)
7,O=C(Nc1ccc2[nH]ncc2c1)c1cccnc1Nc1cccc(C(F)(F)F)c1

# (more compounds)
mcGAS RapidFire,molecule
0,Cc1cc(C(=O)NCCn2nc(-c3ccccc3)n(C)c2=O)c(C)o1
-7,CC1C/C=C/C=C/C=C/C=CC(O[C@@H]2O[C@H](C)[C@@H](O)[C@H](N)[C@@H]2O)CC2OC(O)(CC(O)CC3OC3/C=C/C(=O)O1)CC(O)C2C(=O)O (stereo partly specified)
-9,O=c1cc(CSCc2cc([N+](=O)[O-])cc3c2OCOC3)nc2sc3c(n12)CCCC3
-6,c1ccc(-c2cn3c(n2)SCC3)cc1
-8,Cc1ccc(C)c(OS(=O)(=O)c2cc(C(N)=O)n(C)c2)c1C
-1,CC(=O)N(CC(=O)N(C)C)c1ccccc1
-2,Cc1cncn1CCc1nc2c3ccccc3nc(=S)n2[nH]1
-8&10,CS(=O)(=O)c1ccc(C2=C(c3ccccc3)C(=O)OC2)cc1
-3,CC(=O)NCCC(=O)N(c1cccc(Cl)c1)c1nc2ccccc2s1
-28,Cn1cc(C(=O)Nc2cccc(F)c2)c2[nH]c(=O)n(-c3ccc(Cl)cc3)c(=O)c21
